Source: PubChem (Broad Institute)
SIRT5 block: blocks human SIRT5 desuccinylation of peptide; inhibition, % at 15 µM; Purified SirT5, succinyl-peptide AMC, trypsin-coupled fluorescence; 330,000 compounds, 1.1% hits; in the data active = inhibition above about 15%; inconclusive = no clear call, values can overlap the other calls
Target sequence (Q9NXA8 whole entry, looked up): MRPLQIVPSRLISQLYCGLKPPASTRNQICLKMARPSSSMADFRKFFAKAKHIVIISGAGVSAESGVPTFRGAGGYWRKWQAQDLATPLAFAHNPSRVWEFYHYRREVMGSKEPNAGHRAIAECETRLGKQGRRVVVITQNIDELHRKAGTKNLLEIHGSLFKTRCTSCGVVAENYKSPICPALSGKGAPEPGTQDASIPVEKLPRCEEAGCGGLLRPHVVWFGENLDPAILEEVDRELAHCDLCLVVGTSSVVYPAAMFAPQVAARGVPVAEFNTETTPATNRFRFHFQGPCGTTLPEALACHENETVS
ERp5 block: ERp5 (human) disulfide isomerase inhibition; ERp5 insulin aggregation, absorbance 650 nm, 90 min; 350,000 compounds, 0.05% hits; Q15084; AID 651711; inhibition, % at 9.99 µM;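 active = mean replicate inhibition above about 25%, with every replicate also reaching it, limit read from the data, passing the limit was not always enough; inconclusive = only one of those two criteria met; inactive = neither criterion met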
Target sequence (Q15084 whole entry, looked up): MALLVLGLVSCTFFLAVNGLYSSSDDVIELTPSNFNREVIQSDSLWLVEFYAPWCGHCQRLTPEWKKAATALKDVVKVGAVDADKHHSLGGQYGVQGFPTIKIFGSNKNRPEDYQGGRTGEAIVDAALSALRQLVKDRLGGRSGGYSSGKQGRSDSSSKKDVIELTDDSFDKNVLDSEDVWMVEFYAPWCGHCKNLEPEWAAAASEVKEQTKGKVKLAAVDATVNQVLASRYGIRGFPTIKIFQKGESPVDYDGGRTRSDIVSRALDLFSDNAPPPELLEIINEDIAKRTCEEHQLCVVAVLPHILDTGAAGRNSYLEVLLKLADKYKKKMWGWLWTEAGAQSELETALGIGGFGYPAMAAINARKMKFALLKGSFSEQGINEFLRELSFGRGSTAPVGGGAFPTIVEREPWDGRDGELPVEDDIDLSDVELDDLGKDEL
Statin myotox sup: suppressors of simvastatin-induced myotoxicity in C2C12 myotubes; rescue of ATP level, % at 7.49 µM; 330,000 compounds, 0.78% hits; AID 602340; ATP luminescence, 48 h; scaled: DMSO 0, geranylgeraniol control 100;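 active = mean ATP rescue above about 67%, or every replicate alone reaching that limit, limit read from the data, passing the limit was not always enough; inconclusive = no clear call, values can overlap the other calls; inactive = mean under the limit and some replicate under it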;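 note: myotubes were challenged with 10 µM simvastatin during compound exposure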
Cneo AK release: causes C. neoformans cell lysis; adenylate kinase release luminescence, 4 h; normalised: neutral wells 0, clomiphene wells 100; AID 651654; lysis activity, % at 15 µM; 360,000 compounds, 0.2% hits;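 active = mean lysis activity across replicates of at least 80%, whatever share of replicates individually reach that level; inactive = mean lysis activity below 80%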
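Material: C. neoformans cells | Amount: Yeast cell density of 5 × 10^6 cells/mL | Medium: Fresh YPD growth medium | Dosing: Single dose | Times: Static 4 h at 37 °C with compound, 1 h detection | Detection: AK luminescence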
miR122 inh: blocks miR-122 activity in Huh7 sensor cells; Huh7 miR-122 Renilla luciferase sensor, 48 h; neutral wells = 0, positive control = 100; activation (reporter increase), % at 12.5 µM; 340,000 compounds, 0.3% hits;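 active = mean replicate activation score at least 90 and every replicate individually at or above 90; inconclusive = only one of the two criteria met; inactive = neither criterion met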;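 note: higher luciferase means less miR-122 activity so hits act as miR-122 inhibitors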
ARNT TACC3 PPI: disrupts binding between human ARNT and TACC3; AlphaScreen His-ARNT PAS-B/GST-TACC3 binding, luminescence; TACC3 fragment carries E629A point mutation; inhibition, % at 9.99 µM; 390,000 compounds, 0.66% hits; AID 623870;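 active = mean inhibition of replicates at least 50% and at least half of replicates each reaching 50%; inconclusive = half or more replicates reach 50% but mean below 50%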;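 note: 0% = complete ARNT plus TACC3 wells and 100% = ARNT alone without TACC3; many hits fall short of the cut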
esBAF inh: inhibitors of esBAF chromatin remodeling in mouse ES cells; Bmi1-luciferase knock-in reporter, 24 h; 100% = twice the neutral-well signal; reporter increase, % at 12.5 µM; 350,000 compounds, 2% hits; AID 602393; in the data active = activation above about 40%; inconclusive = no clear call, values can overlap the other calls;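 note: 0% = median of the plate's neutral control wells and 100% = double that signal; a rise in the Bmi1 reporter signal indicates esBAF inhibition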
* = called active by the depositor; ? = inconclusive; nt = not tested or not shown; [ ] = dose if it differs, or a comment.

SMILES	SIRT5 block	ERp5 block	Statin myotox sup	Cneo AK release	miR122 inh	ARNT TACC3 PPI	esBAF inh
c1coc(-c2nn3c(-c4ccco4)nnc3s2)c1	nt	nt	8	-1	-16	-5	-5
C[C@@H]1COC(=O)[C@@H](Cc2ccc(F)cc2)C/C=C\C[C@H](CC(=O)N(CCO)Cc2ccccc2)C(=O)N1	-7	7	2	1	nt	1	6
CS(=O)(=O)N(CC(=O)N1CCOCC1)c1cc(Cl)ccc1Cl	-4	5	-3	-2	nt	-8	-6
CN1CCN(C(=O)C[C@@H]2CC[C@@H](NC(=O)c3ccc4c(c3)OCO4)[C@@H](CO)O2)CC1	-1	-6	-4	6	-4[16.7 µM]	-2	0
COc1ccccc1CN(C)C(=O)c1ccc2c(c1)NC(=O)CS2	nt	nt	2	-1	15	-1	-8
Cc1cc(NC(=O)c2cccc(F)c2)ncc1NC(=O)c1ccco1	nt	nt	-72	-1	6	-2	0
CCOC1=C/C(=C/c2c(N)n3nc(CC(=O)N4CCCCC4)sc3nc2=O)C=CC1=O	32*	-2	-1	-1	-4	-16	-7
CN(C)CC#Cc1cccc(-c2nc(C(=O)O)cc3c2[C@@H](CCO)N(S(=O)C(C)(C)C)C3)c1 (stereo partly specified)	-1	4	4	-1	2	nt	-3
C[C@H]1CCCCO[C@@H](CN(C)C(=O)CCC(F)(F)F)[C@@H](C)CN([C@@H](C)CO)C(=O)c2cc(N(C)C)ccc2O1	12	0	-28	-2	-1[16.7 µM]	nt	12
N/C(=N\OC(=O)CSc1ccccc1)c1ccc([N+](=O)[O-])cc1	-2	-5	nt	nt	nt	-1	nt
N#CCSc1nnc(-c2ccccc2)c(-c2ccccc2)n1	nt	nt	-10	-4	0	7	nt
COc1cc(C2C(C#N)=C(N)Oc3cc(C)n(CCN4CCOCC4)c(=O)c32)cc(OC)c1OC (stereo unspecified)	nt	nt	-63	nt	-3	-4	-7
COCCN1CCN(C(=O)C2CCC(=O)N(Cc3ccccc3OC)C2)CC1 (stereo unspecified)	3	3	nt	-2	nt	nt	nt
O=S(=O)(Nc1ccccc1)c1cccc2nsnc12	3	-5	5	-7	7	-1	-7
O=C(NCc1cccs1)C1CCC(CNS(=O)(=O)c2cccs2)CC1 (stereo unspecified)	nt	nt	1	0	11	-19	4
COc1ccc(-c2cnc3c(NC(C)=O)cc(-c4ccccc4OC)cn23)cc1OC	-4	0	-38	-1	2	nt	-8
CCOC(=O)c1c(C)[nH]c(C(=O)OCC(=O)NCc2ccco2)c1C	nt	2	-1	1	1	nt	49*
C[C@H](CO)N1C[C@H](C)[C@H](CN(C)C(=O)c2ccccc2)OCc2ccccc2-c2c(n(C)c3ccccc23)C1=O	6	4	6	0	-3	nt	2
Cc1c(O)ccc(C(=O)CN2CCN(c3ccccc3)CC2)c1O	3	2	-3	2	2	-21	1
CCCC(C)NC(=O)c1ccccc1SC (stereo unspecified)	-3	6	-4	nt	8	9	-4
O=C(Nc1ccc(F)cc1)N[C@@H]1CC[C@H](CCNS(=O)(=O)c2cccc(Cl)c2)O[C@@H]1CO	1	-1	11	-2	nt	-1	8
CCc1nc2ccc(C(=O)NCCc3ccc(OC)cc3)cc2nc1CC	-2	3	-25	2	2	-1	2
C[C@@H]1CN([C@H](C)CO)C(=O)c2cccc(NC(=O)C3CCCCC3)c2O[C@@H]1CN(C)S(C)(=O)=O	-3	2	-4	-1	-1[16.7 µM]	-1	2
O=C(CCNc1cccc(Cl)c1)c1ccco1	nt	nt	-4	5	7	nt	10
O=C(C(c1ccccc1)c1ccccc1)N1CCN(c2ccccn2)CC1	-5	0	nt	nt	nt	-17	nt

14 successive entries already listed:
SMILES	SIRT5 block	ERp5 block	Statin myotox sup	Cneo AK release	miR122 inh	ARNT TACC3 PPI	esBAF inh
N/C(=N\OC(=O)CSc1ccccc1)c1ccc([N+](=O)[O-])cc1	-2	-5	nt	nt	nt	-1	nt
N#CCSc1nnc(-c2ccccc2)c(-c2ccccc2)n1	nt	nt	-10	-4	0	7	nt
COc1cc(C2C(C#N)=C(N)Oc3cc(C)n(CCN4CCOCC4)c(=O)c32)cc(OC)c1OC (stereo unspecified)	nt	nt	-63	nt	-3	-4	-7
COCCN1CCN(C(=O)C2CCC(=O)N(Cc3ccccc3OC)C2)CC1 (stereo unspecified)	3	3	nt	-2	nt	nt	nt
O=S(=O)(Nc1ccccc1)c1cccc2nsnc12	3	-5	5	-7	7	-1	-7
O=C(NCc1cccs1)C1CCC(CNS(=O)(=O)c2cccs2)CC1 (stereo unspecified)	nt	nt	1	0	11	-19	4
COc1ccc(-c2cnc3c(NC(C)=O)cc(-c4ccccc4OC)cn23)cc1OC	-4	0	-38	-1	2	nt	-8
CCOC(=O)c1c(C)[nH]c(C(=O)OCC(=O)NCc2ccco2)c1C	nt	2	-1	1	1	nt	49*
C[C@H](CO)N1C[C@H](C)[C@H](CN(C)C(=O)c2ccccc2)OCc2ccccc2-c2c(n(C)c3ccccc23)C1=O	6	4	6	0	-3	nt	2
Cc1c(O)ccc(C(=O)CN2CCN(c3ccccc3)CC2)c1O	3	2	-3	2	2	-21	1
CCCC(C)NC(=O)c1ccccc1SC (stereo unspecified)	-3	6	-4	nt	8	9	-4
O=C(Nc1ccc(F)cc1)N[C@@H]1CC[C@H](CCNS(=O)(=O)c2cccc(Cl)c2)O[C@@H]1CO	1	-1	11	-2	nt	-1	8
CCc1nc2ccc(C(=O)NCCc3ccc(OC)cc3)cc2nc1CC	-2	3	-25	2	2	-1	2
C[C@@H]1CN([C@H](C)CO)C(=O)c2cccc(NC(=O)C3CCCCC3)c2O[C@@H]1CN(C)S(C)(=O)=O	-3	2	-4	-1	-1[16.7 µM]	-1	2

Next section.
SMILES	SIRT5 block	ERp5 block	Statin myotox sup	Cneo AK release	miR122 inh	ARNT TACC3 PPI	esBAF inh
CC(C(=O)Nc1ccc2c(c1)OCCO2)c1ccc([N+](=O)[O-])cc1 (stereo unspecified)	-6	0	nt	nt	nt	-2	nt
Cc1ccccc1-c1ccc2c(c1)O[C@H](CN(C)C(=O)c1ccccn1)[C@H](C)CN([C@H](C)CO)S2(=O)=O	1	17	-29	-1	33[16.7 µM]	7	1
C[C@@H]1CN([C@@H](C)CO)C(=O)c2cc(NC(=O)C3CCCCC3)ccc2O[C@@H](C)CCCCO[C@H]1CN(C)Cc1ccc(C(F)(F)F)cc1	nt	nt	nt	2	-16[16.7 µM]	2	3
CCOC(=O)c1ccc(N2C(=O)C=C(N3CCOCC3)C2=O)cc1	6	-1	3	-1	9	1	-3
CCOc1ccc(-c2[nH]ncc2-c2ccc(Cl)cc2)c(O)c1	0	-2	-1	15	nt	9	3
C/C(=N\NC(=O)c1ccc(CN2CCOCC2)cc1)c1ccc(NC(=O)c2ccccc2)cc1	-2	-2	8	-1	-4	4	66*
Cc1ccc(C(=O)N(CC(=O)Nc2ccc(Cl)c(Cl)c2)Cc2ccco2)cc1	nt	nt	nt	-1	-2	-2	nt
CCCCOC(=O)Nc1cccc(C(C)=O)c1	nt	nt	4	2	-3	-4	16
CN(CC1CCCN(CCc2cccc(C(F)(F)F)c2)C1)C(=O)c1cc2ccccc2o1 (stereo unspecified)	-1	nt	-9	2	-4	7	-9
COc1ccc(NC(=O)NN2CCN(C)CC2)cc1	-1	-20	-1	3	-6	-9	-6
CC(Oc1cc2oc(=O)c3c(c2cc1Cl)CCC3)C(=O)NCCN1CCOCC1 (stereo unspecified)	1	5	16	0	-5	1	-2
CO[C@H]1CN(C)C(=O)c2cc(NC(=O)C3CCCCC3)ccc2OC[C@@H](C)N(C)C[C@H]1C	-3	7	-7	0	-4[16.7 µM]	-10	3
COc1ccc(NC(=O)CSc2nc(N)c3cc4c(nc3n2)CC(C)(C)OC4)cc1	-2	0	6	5	3	3	16
C=CCNc1nc(-c2sc(NC(=O)CC)nc2C)cs1	nt	nt	nt	0	2	1	nt
O=C(C[C@@H]1C[C@H]2c3cc(NC(=O)C4CCOCC4)ccc3O[C@H]2[C@H](CO)O1)NCc1ccccn1	5	-5	-4	3	1[16.7 µM]	-5	-5
CC(=O)NC1C(=O)Nc2c1cccc2C(F)(F)F (stereo unspecified)	nt	nt	?	1	7	-2	2
OC(CC(O)c1ccccc1)c1ccccc1 (stereo unspecified)	-1	7	2	-1	-4	-5	-3
CCS(=O)(=O)Nc1ccc2c(c1)C(=O)N(C)[C@@H]1CC[C@H](CC(=O)N[C@@H]3CCN(Cc4ccccc4)C3)O[C@H]1CO2	-2	-2	-10	6	nt	6	-4
Cc1ccc(S(=O)(=O)N2CCC(C(N)=O)CC2)c(C)c1C	1	4	-6	5	12	-6	1
Cc1ccccc1NC(=O)c1c(C)[nH]c(=S)c(C#N)c1-c1ccc(Cl)cc1	-4	2	nt	1	-2	nt	nt
CC(=O)c1c[nH]c(C(=O)NCC2CCCO2)c1 (stereo unspecified)	nt	nt	-2	0	-5	4	1
COc1ccc(OC)c(NC(=O)CN2C(=O)c3ccccc3S2(=O)=O)c1	nt	nt	nt	2	1	-1	3
COc1ccccc1NC(=O)N1CC[C@@H]2[C@H]1c1cc(-c3ccccc3)ccc1N(C)[C@H]2CO	0	0	11	7	-11[16.7 µM]	14	-2
CCOc1ccc(NC(=O)CCC(=O)c2ccc(OC)cc2)cc1	-1	3	26	2	2	34	-4
OC[C@H]1[C@H](c2ccc(-c3ccccc3F)cc2)[C@H]2CN(Cc3cccnc3)CCCCN21	-6	-9	nt	3	1[16.7 µM]	7	nt
(more compounds)
SMILES	SIRT5 block	ERp5 block	Statin myotox sup	Cneo AK release	miR122 inh	ARNT TACC3 PPI	esBAF inh
Cc1ccccc1S(=O)(=O)Cc1ccc(C(=O)N2CCN(c3ncccn3)CC2)o1	nt	nt	-20	0	-2	9	4
C[C@H](NC(=O)C[C@H]1CC[C@H](NC(=O)c2cccnc2)[C@@H](CO)O1)c1ccccc1	-3	-3	-1	-2	-9[16.7 µM]	-1	-3
C[C@@H]1CN([C@@H](C)CO)C(=O)c2cc(NC(=O)CCCCCC(=O)Nc3ccccc3N)ccc2O[C@@H](C)CCCCO[C@@H]1CN(C)C(=O)Nc1ccc(C(F)(F)F)cc1	1	-3	nt	55	-6[16.7 µM]	5	-5
Cc1ccc(S(=O)(=O)N2CCOCC2)cc1NC(=O)c1cc2ccccc2oc1=O	0	1	-19	-1	-6	-1	3
O=C(NCCC1CCCCN1S(=O)(=O)c1ccc(Cl)cc1)C(=O)NCc1cccnc1 (stereo unspecified)	-5	-4	1	3	2	-3	2
COc1ccc(OC(=O)N(C)C[C@@H]2OCc3ccccc3-c3ccccc3C(=O)N([C@@H](C)CO)C[C@H]2C)cc1	-4	1	nt	-1	nt	2	9
CCOCCCNC(=O)CCCOc1ccccc1	nt	nt	4	5	0	-5	2
CC(C)CC#Cc1cnc2c(c1)C(=O)N([C@@H](C)CO)C[C@@H](C)[C@@H](CN(C)C(=O)c1ccccc1)O2	-3	-4	-17	1	1[16.7 µM]	-4	-1
C#Cc1ccc([C@@H]2C=C(C(=O)O)O[C@H](OCCCCO)C2)cc1	nt	-5	11	-1	-9	3	-7
O=C1CCN(Cc2ccc(O)cc2)CCN1[C@H](CO)c1ccccc1	nt	1	-9	1	-1	-4	-5
O=C(CN1C(=O)S/C(=C\c2ccccc2F)C1=O)NCCCn1ccnc1	-4	2	-3	0	9	42	2
COc1ccc(CCNCC(=O)N2C(C)CCCC2C)cc1OC (stereo unspecified)	-6	-6	1	nt	0	-6	-3
CCC(=O)Nc1cccc(-c2nc3ccccc3o2)c1	nt	nt	-22	-5	-12	2	60*
c1coc(CNc2ncnc3nc[nH]c23)c1	-4	2	-1	1	-4	-2	-4
O=C1CC(c2ccc(F)cc2)Sc2ccccc2N1 (stereo unspecified)	nt	nt	nt	0	-1	2	29

Hits appear at their usual frequency, and some 4% of all compounds hit somewhere here.
